TDP-43 yeast inh = rescues yeast growth from TDP-43 toxicity | AID 652104 | actives 1.8% (n = 410,000) | TDP-43 expressing yeast growth rescue, BacTiter-Glo, 24 h | Potency, µM (series often up to 46.1 µM), inactives show at the top dose growth rescue (activation), most hits filed as activators; also: potency is read from the fitted curve at half-maximal effect; % of control where 0% means no effect; nearly all actives have a fitted effect of over 50% in size
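Yeast cells expressing TDP-43 under galactose induction are exposed to compounds for 24 hr at 30 deg C. BacTiter-Glo luminescence measures growth, so protective compounds score as activators.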
D3 antag = blocks the human D3 dopamine receptor; actives 2.5% (n = 360,000); P35462; max response, negative = inhibition, %; AID 652054; D3R cells, DiscoveRx beta-arrestin luminescence, antagonist mode; active compounds read low; in the data active = max response below about -50%; inconclusive = no clear call, values can overlap the other calls; also: % is scaled to controls: 0 for no effect and ±100 for the full control effect; mostly tested at two doses, the higher about 12 µM
Target sequence (P35462 whole entry, looked up): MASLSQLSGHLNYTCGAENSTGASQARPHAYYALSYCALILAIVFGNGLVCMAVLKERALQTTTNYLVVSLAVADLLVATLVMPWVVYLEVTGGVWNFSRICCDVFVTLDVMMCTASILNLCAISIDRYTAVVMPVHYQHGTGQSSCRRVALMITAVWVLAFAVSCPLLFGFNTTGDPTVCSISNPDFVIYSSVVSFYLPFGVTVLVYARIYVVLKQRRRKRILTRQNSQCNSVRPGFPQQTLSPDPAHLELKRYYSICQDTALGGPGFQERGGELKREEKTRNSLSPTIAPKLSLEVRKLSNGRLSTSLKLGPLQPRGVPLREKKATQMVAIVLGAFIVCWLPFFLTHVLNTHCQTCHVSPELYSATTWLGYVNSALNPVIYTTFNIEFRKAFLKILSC
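Cells expressing the human receptor were seeded at 1500 cells/well, incubated overnight at 37 degrees C in 5% CO2, then exposed to library compounds with dopamine controls for 90 minutes at 37 degrees C before luminescent detection.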
GLP-1R agonist = activates the human GLP-1 receptor; actives 0.007% (n = 380,000); P43220; HEK293 GLP-1R CRE-luciferase, luminescence, 4-6 h; cells express a hypersensitive GLP-1R form; Potency, µM (doses to about 45.6 µM), for the others: top-dose activation, hits mostly activators; also: potency is read from the fitted curve at half-maximal effect; % of control where 0% means no effect
KB-V1 MDR tox = KB-V1 MDR subline cytotoxicity; KB-V1 MDR cells viability, CellTiter-Glo, 72 h; AID 1347076; actives 3.4% (n = 400,000); Potency, µM (highest dose often 46.1 µM), for the others: at the top dose activity change, negative = cytotoxicity, usual class: cytotoxic; also: potency is read from the fitted curve at half-maximal effect; % is scaled to controls: 0 for no effect and ±100 for the full control effect; nearly all actives have a fitted effect of over 60% in size
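KB-V1 MDR subline cells in DMEM (phenol-red free, 10% FBS) exposed to compounds in qHTS concentration series for 72 h at 37 degrees C. Viability read by CellTiter-Glo luminescence; concentration-effect curves fitted after normalization and correction.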
HEK293 tox = cytotoxicity in counter-screen for GLP-1R inverse agonists; HEK293 cAMP-luciferase reporter cells, luminescence, 24 h; Potency, µM (titrated, usually from 38.3 µM), for inactives: at the highest dose activity change, negative = inhibition, usual class: inhibitors; actives 0.13% (n = 410,000); AID 624418;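 also: loss of luciferase light is scored as toxicity; potency is read from the fitted curve at half-maximal effect; % is scaled to controls: 0 for no effect and ±100 for the full control effect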
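Compound-treated cells are incubated 24 hr at 37 deg C under 5% CO2 after a 12 hour attachment period, then luciferase detection reagent is added and luminescence is measured following 12 min at room temperature; lowered signal indicates toxicity.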
GLP1R inv ag = acts as inverse agonist at human GLP-1 receptor. P43220. HEK293 GLP-1R CRE-luciferase, luminescence, 24 h; GLP-1R form is constitutively active. Potency, µM (titrated, usually from 38.3 µM), for inactives: at the highest dose activity change, negative = inhibition, hits mostly inhibitors. actives 1.6% (n = 410,000); also: potency is read from the fitted curve at half-maximal effect; % is scaled to controls: 0 for no effect and ±100 for the full control effect; nearly all actives have a fitted effect of over 55% in size
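Inverse agonism was detected as reduced cAMP-driven luciferase luminescence after 24 h compound treatment. The cells were HEK293 clones expressing constitutively active human GLP-1R with the reporter. Reporter-only and GPR119 cell lines served as counterscreen controls.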
D3 ag = activates the human D3 dopamine receptor | D3R DiscoveRx beta-arrestin cells, luminescence, 90 min | max activation, % | actives 0.58% (n = 410,000) | AID 652048; in the data active = max activation above about 30%; also: 0% is about no effect; mostly tested at two doses, the higher about 12 µM
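Agonist mode: compounds and dopamine controls were applied to plated cells for 90 min at 37 degrees C after an overnight attachment at 1500 cells/well. Luminescent read-out followed 30 - 60 minutes at room temperature with DiscoveRx detection reagent.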
aSyn rescue = inhibitors of alpha-synuclein toxicity in yeast | Yeast expressing alpha-synuclein, growth rescue, BacTiter-Glo, 24 h | actives 0.14% (n = 370,000) | AID 652106 | Potency, µM (highest dose often 46.1 µM), for inactives: at the highest dose growth rescue (activation), actives largely listed as activators; also: potency is read from the fitted curve at half-maximal effect; % of control where 0% means no effect; nearly all actives have a fitted effect of over 65% in size
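Screening used galactose-induced yeast with toxic alpha-synuclein levels, exposed to compound for 24 hr at 30 deg C. Cell growth, read with BacTiter-Glo luminescence, gave the measured signal.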
PTHR1 ag = activates the human parathyroid hormone receptor PTHR1 | Q03431 | Potency, µM (highest dose often 115 µM), inactives show at the top dose activation, usual class: activators | actives 0.075% (n = 410,000) | HEK293 GP2 PTHR1 cells, GloSensor cAMP luminescence, 1 h; also: potency is read from the fitted curve at half-maximal effect; nearly all actives have a fitted effect of over 55% in size; some results filed as inactive show a strong effect at the top dose; inactives centre near -15; many of its hits are not listed in these tables
Target sequence (Q03431 whole entry, looked up): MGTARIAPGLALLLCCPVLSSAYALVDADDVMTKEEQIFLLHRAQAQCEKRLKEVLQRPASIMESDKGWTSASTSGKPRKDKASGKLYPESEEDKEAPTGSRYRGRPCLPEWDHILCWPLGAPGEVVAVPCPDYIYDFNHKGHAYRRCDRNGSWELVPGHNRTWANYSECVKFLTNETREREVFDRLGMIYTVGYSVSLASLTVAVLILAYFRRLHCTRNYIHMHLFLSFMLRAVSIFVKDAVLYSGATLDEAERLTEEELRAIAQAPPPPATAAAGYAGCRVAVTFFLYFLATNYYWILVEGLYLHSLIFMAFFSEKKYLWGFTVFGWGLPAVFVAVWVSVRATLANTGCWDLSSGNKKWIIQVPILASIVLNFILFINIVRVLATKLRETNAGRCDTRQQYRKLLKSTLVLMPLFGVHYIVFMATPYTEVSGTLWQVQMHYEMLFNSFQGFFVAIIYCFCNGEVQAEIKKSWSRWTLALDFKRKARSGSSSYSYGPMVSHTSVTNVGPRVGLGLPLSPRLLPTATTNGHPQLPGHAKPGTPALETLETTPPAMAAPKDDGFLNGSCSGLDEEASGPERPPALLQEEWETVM
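HEK-293-derived GP2 cells expressing PTHR1 and a GloSensor cAMP reporter, 3,000/well, plated overnight, given luciferin plus IBMX (each 0.5 mM as added) for 1 h at 37 °C, then compound for 1 h at 37 °C. Luminescence was read after 15 min at room temperature.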
Active calls of the source: *; i = inactive; ? = inconclusive; · = no result given; [ ] = dose if it differs, or a comment. Unless noted, calls follow the shape of the dose curve; as a rule, active = well fitted curve in the direction sought with a large enough effect; inconclusive = small, poorly fitted or top-dose-only effect, or another doubt; inactive = no such curve, though single readings can be large; an effect the other way counts as inactive or inconclusive. An excerpt. The share of hits here may be higher or lower than overall.

Preview:
SMILES	TDP-43 yeast inh	D3 antag	GLP-1R agonist	KB-V1 MDR tox	HEK293 tox	GLP1R inv ag	D3 ag	aSyn rescue	PTHR1 ag
O=C(COC(=O)/C=C/c1ccc(Cl)c(Cl)c1)NC1CCS(=O)(=O)C1 (stereo not given)	7%	-15	-1%	?	-11%	18%	2	0%	-2%
Cc1ccc(C)c(N(CC(N)=O)S(C)(=O)=O)c1	-8%	4	-6%	10%	-3%	1%	0	8%	-13%[57.5 µM]

Results (from the top)
SMILES	TDP-43 yeast inh	D3 antag	GLP-1R agonist	KB-V1 MDR tox	HEK293 tox	GLP1R inv ag	D3 ag	aSyn rescue	PTHR1 ag
O=C(COC(=O)/C=C/c1ccc(Cl)c(Cl)c1)NC1CCS(=O)(=O)C1 (stereo not given)	7%	-15	-1%	?	-11%	18%	2	0%	-2%
Cc1ccc(C)c(N(CC(N)=O)S(C)(=O)=O)c1	-8%	4	-6%	10%	-3%	1%	0	8%	-13%[57.5 µM]
O=C(O)c1cccc(NC(=O)c2ccccc2NC(=O)c2ccco2)c1	-2%	-1	-3%	16%	5%	12%	4	2%	2%
COc1ccc(C(=O)Nc2ccc(S(=O)(=O)N3CCCCC3)cc2)cc1OC	1%	7	-4%	-17%	-17%	-13%	0	-1%	-9%[57.5 µM]
CN(CC(=O)Nc1ccc(F)cc1)C(=O)COc1ccc(C(=O)c2ccccc2)cc1	4%	-8	0%	-13%	-24%	10µM*	-9	-2%	i
CC(C)CC(=O)Nc1ccc(C(=O)COC(=O)C2=COCCO2)cc1	-6%	-6	7%	-7%	-1%	10%	-9	-2%	-17%
Cc1cc(OC(C)C(=O)NCCCN2CCOCC2)ccc1Cl (stereo not given)	0%	6	0%	-3%	-1%	2%	-11	0%	-19%
O=C(NCCNc1ccc([N+](=O)[O-])cc1)c1ccco1	10%	-2	3%	12%	?	2%	4	0%	i
CC(=O)Nc1cccc(NS(=O)(=O)c2cn(C)c(=O)n(C)c2=O)c1	12%	11	-3%	-17%	3%	-3%	0	-9%	i
CN(Cc1ccc2nonc2c1)Cc1nc(CC2CC2)no1	9%	3	11%	2%	-9%	-17%	-4	4%	i
CC(NC(=S)NNS(=O)(=O)c1cccc([N+](=O)[O-])c1)c1ccccc1 (stereo not given)	28%	-2	-3%	30%	-6%	-14%	1	-5%	i
CCCCC[C@@H]1C=C(C(=O)O)[C@H](c2ccc3c(c2)OCO3)N1S(=O)(=O)c1ccc(C)cc1	6%	-2	-4%	0%	1%	?	-7	-12%	-15%
COc1ccc(C(CNC(=O)c2ccc(OCc3csc(C)n3)cc2)N2CCCC2)cc1 (stereo not given)	13%	-27	11%	-31%	20%	?	-9	2%	i
COc1ccc(OCc2cc(C(=O)N3C[C@H]4CC[C@H]3C4)no2)c(Cl)c1	20%	17	19%	0%	52%[activator]	?	-3	1%	-9%
CCCNC(=O)c1cc(-c2ccco2)on1	-14%	9	-4%	?	-3%	0%	-5	-1%	-17%
CCC(NC(=O)NCc1cccnc1)(C(F)(F)F)C(F)(F)F	19%	9	5%	5%	-2%	6%	-3	2%	-13%
CCOC(=O)C1=CN(CC)CCC1=O	31%	17	-2%	0%	2%	10%	19	2%	i
Cc1cccc(C(=O)Nc2ccc(C(=O)OCc3cc(=O)n4c(C)csc4n3)cc2)c1	15%	·	·	·	?	?	-19	·	i
Cc1nc(-c2ccc(F)cc2)c(CC(=O)N(C)CC(=O)Nc2ccc(F)cc2)s1	20%	20	5%	-27%	-6%	-29%	5	1%	-13%
COc1ccc(OC)c(CNc2ccc3c(c2)CCC3)c1	-6%	-4	13%	1%	4%	-5%	10	-1%	-8%

Ordered by formula weight (lowest first): part of the list above.
SMILES	TDP-43 yeast inh	D3 antag	GLP-1R agonist	KB-V1 MDR tox	HEK293 tox	GLP1R inv ag	D3 ag	aSyn rescue	PTHR1 ag
O=C(NCCNc1ccc([N+](=O)[O-])cc1)c1ccco1	10%	-2	3%	12%	?	2%	4	0%	i
CC(NC(=S)NNS(=O)(=O)c1cccc([N+](=O)[O-])c1)c1ccccc1 (stereo not given)	28%	-2	-3%	30%	-6%	-14%	1	-5%	i
CCCCC[C@@H]1C=C(C(=O)O)[C@H](c2ccc3c(c2)OCO3)N1S(=O)(=O)c1ccc(C)cc1	6%	-2	-4%	0%	1%	?	-7	-12%	-15%

More structures follow.
SMILES	TDP-43 yeast inh	D3 antag	GLP-1R agonist	KB-V1 MDR tox	HEK293 tox	GLP1R inv ag	D3 ag	aSyn rescue	PTHR1 ag
CCc1ccc2nc(-c3cccc(C)c3)nc(SCC(=O)NCC3CCCO3)c2c1 (stereo not given)	-19%	11	-8%	2.6µM*	-2%	3%	-10	-3%	i
Cc1coc2c(O)cc3c(c12)OC1(N2CCCCC2)C(=O)NCCCC31 (stereo not given)	-12%	?	-1%	?	-23%	?	-8	1%	-66%[inhibitor]
CCOC(=O)C1CCN(C(=O)C(C)N(c2ccc(Oc3ccccc3)cc2)S(C)(=O)=O)CC1 (stereo not given)	3%	17	10%	-15%	-20%	?	2	-3%	-42%[inhibitor]
COc1ccc(NC(=O)CS(=O)CC(=O)NC2CCCc3ccccc32)cc1 (stereo not given)	7%	7	5%	-1%	4%	4%	1	2%	i
Cc1cc(C(F)F)nn1CC(=O)NCc1ccc(Cl)cc1Cl	-8%	-9	2%	-13%	5%	-23%	-5	1%	i
CC(=O)c1cccc(S(=O)(=O)Nc2ccc(N3CCOCC3)cc2)c1	-21%	-1	4%	?	0%	-4%	2	-12%	i
CCc1ccc2occ(CC(=O)Nc3ccc(C)c(C)c3)c2c1	12%	·	·	?	11%	?	1	·	i
CCN(CC)C(=O)CN(c1cccc(Br)c1)S(C)(=O)=O	-20%	-6	3%	0%	6%	?	-10	7%	?
COc1cccc(-c2nn(C)c3sc(C(=O)N4CCN(c5ccccc5)CC4)cc23)c1	16%	19	1%	?	-6%	-35%	4	19%	-3%[57.5 µM]
CCn1c(CNC(=O)c2ccccc2F)nnc1SCC(=O)Nc1nncs1	-15%	4	1%	25%	11%	25%	2	0%	-24%
Cc1nc(N2CCN(S(=O)(=O)c3ccccc3C#N)CC2)c2c(-c3cccs3)csc2n1	7%	28	4%	?	3%	?	-1	14%	-26%
Cc1cccc(-n2nnnc2SC(C)C(=O)NCCC2=CCCCC2)c1 (stereo not given)	5%	-24	1%	-3%	0%	?	3	1%	-25%
Cc1ccc(-c2cc(C(=O)NCc3cn(C)nc3C)c3cc(Br)ccc3n2)cc1	3%	29	6%	?	-8%	-2%	-1	-5%	-6%
Cc1nnsc1C(=O)Nc1cccc(Cl)c1	17%	2	7%	?	4%	2%	0	2%	-8%
O=C(CSc1nnc(-c2ccco2)n1-c1ccccc1Cl)Nc1cccc(C(=O)O)c1	-9%	10	-2%	23%	-10%	10%	8	-1%	-14%
OCCC1CN(Cc2cn[nH]c2C2CCCCC2)CCN1C1CCCCC1 (stereo not given)	13%[9.22 µM]	-5	7%	15%	11%[7.66 µM]	-9%[7.66 µM]	-14	0%	-14%
O=C(NCCCN1CCN(c2ccccc2)CC1)c1nnc(Cc2c(F)cccc2Cl)o1	4%	·	·	·	2%	-1%	-14	·	-12%
CCOc1ccc(N(CC(=O)Nc2cccc(OC)c2)S(C)(=O)=O)cc1	13%	11	1%	5%	-2%	17%	-10	10%	-36%[inhibitor]
O=C(Cn1cnc2c(nnn2Cc2ccc(F)cc2)c1=O)NCc1ccccc1	4%	6	0%	?	-26%	?	5	-2%	-2%
O=C(c1ccc(Cl)c(S(=O)(=O)NCc2cccnc2)c1)N1CCCC1	-15%	-1	8%	0%	4%	1%	2	-6%	19%
CCc1nc2ccc(C(=O)N3CCN(S(=O)(=O)CC)CC3)cn2c1N(CC)Cc1cccc(Br)c1	17%	-1	-1%	-5%	1%	2%	-4	0%	i
O=C(O)C1C2CCC(O2)C1C(=O)Nc1ccccc1Br (stereo not given)	3%	-7	-6%	9%	-4%	-4%	-5	2%	i
O=C(c1ccco1)N1CCN(c2ncnc3c2[nH]c2ccc(Br)cc23)CC1	-8%	26	-37%[inhibitor]	?	7%	?	2	-5%	-88%[inhibitor][57.5 µM]
Cn1c(SCC(=O)Nc2ccccc2F)nc2c([nH]c3ccccc32)c1=O	3%	·	·	·	1%	6%	2	·	18%
CN(CC(=O)NCc1ccccc1)CC(=O)Nc1ccc(Cl)c(C(F)(F)F)c1	12%	6	4%	?	-2%	?	6	-2%[1.84 µM]	-27%
CCOC(=O)c1cc2c(ccn2C)n1Cc1ccc(Cl)cc1	3%	-4	1%	-9%	0%	?	-6	7%	-7%
O=C(NCCO)C(=O)Nc1cc2c3c(c1)CC(=O)N3CCC2	1%	?	1%	0%	2%	-1%	1	-14%	-23%
